# Compound activity from PubChem BioAssay.
# ADAM10 inh: inhibitors of human ADAM10 | O14672 | recombinant ADAM10, EDANS/DABCYL FRET peptide cleavage, 3 h | inhibition, % at 7 µM | actives 0.62% (n = 370,000) | AID 720582;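 active = inhibition above a per-campaign cutoff equal to the mean of compounds falling between control-based bounds plus 3 SD, cut at about 20% in these data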;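 also: 0% = DMSO wells while the 100% control is not disclosed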
# sPLA2-III inh: Inhibits HGIII-sPLA2 liposome hydrolysis, primary screen; actives 0.56% (n = 370,000); QFRET BODIPY PC-A2 liposome hydrolysis, fluorescence; inhibition, % at 12.2 µM;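 active = inhibition above mean plus 3 SD of compounds lying within the high and low control bounds, cut at about 19% in these data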;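 also: 0% = median of test compound wells and 100% = no enzyme DMSO wells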
# ARFGAP1 inh: rat ARFGAP1 inhibition; inhibition, % at 16.5 µM; Q62848; actives 0.26% (n = 360,000); Arfgap1-stimulated ARF1 GTP hydrolysis, GDP FP detection;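 active = inhibition above a per-plate limit, mean inhibition of low control wells plus 3 SD, cut at about 25% in these data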;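 also: 0% = DMSO wells with enzyme and 100% = wells lacking Arfgap1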
#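 Repeats: one replicate per compound; assay system: rat Arfgap1 catalytic domain, aa 1-136; times: enzyme reaction 120 min at 25 °C after 20 min preincubation; detection: FP of antibody-bound GDP Alexa 633 tracer, ex 620/em 688 nm; benchmarks: high control wells lacking Arfgap1, low control full reaction with DMSO; reagent: human ARF1(Δ1-17)-GTP substrate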
# NPR2 activator: GC-B (human) receptor activation; HEK293-GC-B cells, CNP EC30, cGMP TR-FRET; 0% at EC30 CNP, 100% saturating CNP; actives 0.11% (n = 370,000); activation, % at 10 µM;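 active = activation at 10 µM reaching about 35% in either raw or pattern-adjusted values, limit read from the data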
# ASAP1 GAP inh: blocks human ASAP1-stimulated Arf1 GTP hydrolysis; Q9ULH1; GDP FP detection; inhibition, % at 16.5 µM; actives 0.19% (n = 360,000); in the data active = inhibition above about 25%;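 also: 0% = vehicle with enzyme and substrate and 100% = no enzyme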
# GAA850 FXN act: increases GAA850 frataxin promoter reporter activity | HEK293 lucGAA850 FXN promoter luciferase reporter, 24 h; percent of 10 µM SAHA response | activation, % at 6 µM | actives 0.56% (n = 360,000);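 active = activation above the average of all compounds screened plus 3 SD, cutoff fixed separately per campaign, cut at about 7.5% in these data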;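 also: 0% = DMSO wells and 100% = 10 µM SAHA wells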
# DDE Tn6 FP inh: DD(E)-Tn6 binding inhibition, primary FP screen | P02675 | Fibrin DD(E) TRITC-Tn6 fluorescence polarization displacement | inhibition, % at 8.3 µM | actives 0.21% (n = 370,000) | AID 720509;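 active = inhibition above a per-campaign cutoff: mean of compounds within control limits plus 3 SD, cut at about 15% in these data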;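 also: 0% = median of all compound wells on the plate and 100% = blocking peptide control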
# proKLK7 act: proKLK7 (human) activation, primary screen; P49862; purified proKLK7, EDANS-DABCYL substrate fluorescence; 100% is mature enzyme control, 0% vehicle; activation, % at 7 µM; actives 0.9% (n = 370,000); AID 652039;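 active = activation above the mean of all tested compounds plus 3 SD, computed per campaign excluding outliers beyond control limits, cut at about 13% in these data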
# rCAG RNA binder: r(CAG) repeat RNA binding; TO-PRO-1 dye displacement fluorescence; inhibition, % at 3 µM; actives 1.3% (n = 370,000); AID 651821;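 active = inhibition above the plate cutoff, the mean of all test compounds on that plate plus 3 SD, cut at about 35% in these data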;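 also: 0% = DMSO alone and 100% = 100 µM mitoxantrone as full dye displacement; higher means more dye released from RNA so lower well fluorescence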
# GC-A act: GC-A (human) enzyme activation. HEK293 GC-A cells, cGMP TR-FRET, EC30 ANP; 0% at EC30 ANP, 100% saturating ANP. activation, % at 10 µM. actives 0.14% (n = 370,000). AID 1671463; in the data active = activation above about 40%
# Target sequence (P16066 whole entry, looked up): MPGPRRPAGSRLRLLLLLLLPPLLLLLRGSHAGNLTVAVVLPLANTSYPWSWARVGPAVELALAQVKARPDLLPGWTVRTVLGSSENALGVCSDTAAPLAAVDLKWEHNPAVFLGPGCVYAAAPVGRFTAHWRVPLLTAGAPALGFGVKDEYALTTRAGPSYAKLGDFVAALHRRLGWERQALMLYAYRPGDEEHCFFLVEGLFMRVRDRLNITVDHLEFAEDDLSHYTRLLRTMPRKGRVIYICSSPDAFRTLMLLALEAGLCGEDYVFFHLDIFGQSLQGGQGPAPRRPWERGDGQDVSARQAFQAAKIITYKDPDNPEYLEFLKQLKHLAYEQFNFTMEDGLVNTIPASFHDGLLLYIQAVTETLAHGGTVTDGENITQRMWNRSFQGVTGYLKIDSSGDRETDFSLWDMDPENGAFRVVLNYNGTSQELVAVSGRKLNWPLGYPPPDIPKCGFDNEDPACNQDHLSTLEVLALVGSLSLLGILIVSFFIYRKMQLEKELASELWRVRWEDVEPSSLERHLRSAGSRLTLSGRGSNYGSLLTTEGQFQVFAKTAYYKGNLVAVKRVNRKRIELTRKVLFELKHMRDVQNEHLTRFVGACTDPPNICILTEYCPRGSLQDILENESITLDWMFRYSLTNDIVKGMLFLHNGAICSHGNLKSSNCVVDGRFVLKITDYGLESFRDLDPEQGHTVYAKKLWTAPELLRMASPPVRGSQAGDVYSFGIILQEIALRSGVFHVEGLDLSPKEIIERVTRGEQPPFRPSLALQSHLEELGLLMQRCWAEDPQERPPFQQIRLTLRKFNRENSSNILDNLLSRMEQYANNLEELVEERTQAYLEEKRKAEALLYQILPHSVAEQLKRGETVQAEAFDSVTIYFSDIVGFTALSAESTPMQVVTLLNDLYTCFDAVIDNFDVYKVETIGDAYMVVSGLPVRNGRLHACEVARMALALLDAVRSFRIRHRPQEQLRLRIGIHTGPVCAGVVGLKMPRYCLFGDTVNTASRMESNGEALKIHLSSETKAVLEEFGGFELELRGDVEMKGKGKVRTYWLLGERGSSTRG
# The depositor's hits bear a star; i = inactive; . = not tested or not shown; & = joins results of further samples. Outcome played no part in choosing rows, and some 4.5% of all compounds hit somewhere here.
SMILES,ADAM10 inh,sPLA2-III inh,ARFGAP1 inh,NPR2 activator,ASAP1 GAP inh,GAA850 FXN act,DDE Tn6 FP inh,proKLK7 act,rCAG RNA binder,GC-A act
NC(Cc1ccc(F)cc1)c1csc(NC(=O)NC(c2ccccc2)c2ccccc2)n1 (stereo not given),12,10,5,-3,-1,-6.4,-4,-0.3,19,-15
COc1cc(C)ccc1OCCCOc1c(Cl)cccc1Cl,-2,2,8,-3,5,2.9,-4,-0.1,-3,-4
CC(Sc1nccn1C)C(=O)NC1(C#N)CCCCC1 (stereo not given),-4,-4,9,-1,5,0.7,11,0.2,0,4
CCN(CC)S(=O)(=O)c1cc(C)ccc1SC,-3,16,0,6,4,0.5,6,0.3,-4,9
OCC1(Cc2ccc(F)cc2F)CCCN(CCCc2ccccc2)C1 (stereo not given),5,-4,-1,-2,7,-2.4,10,-0.3,-9,-5
O=C(Nc1ccncc1)c1ccc(Cl)c(S(=O)(=O)N2CCCCC2)c1,-15,-2,4,4,3,-2.9,-5,0.9,-1,-4
COc1ccc(CNC(=O)CCc2nnc3ccc(N4CCC5(CC4)OCCO5)nn23)cc1,-1,7,7,2,-12,-0.9,-7,0.6,-6,4
Cc1ccc(NC(=O)CC2NCCNC2=O)cc1 (stereo not given),0,2,-2,3,3,1.4,9,0.4,2,5
N#Cc1ccc(C(=O)OCC(=O)N2CCCCCC2)cc1,-1,4,6,-1,5,3.2,-4,-0.4,-1,1
CCn1nc(C)cc1Nc1ccccc1,8,-2,4,4,0,-0.9,7,0.3,0,-1
CN(C)c1ccc(NC(=O)c2cnsn2)cc1,-3,5,6,-1,-7,-1.8,-8,0.3,-2,-12
CC(C)C[C@H](NC(=O)CC1CCCC1)C(=O)N1CCC[C@H]1C(=O)NCc1ccccc1,-12,9,2,4,-7,.,1,-0.4,-2,-3
O=c1onc(-c2cccs2)n1Cc1ccccc1,11,11,-2,2,1,-0.9,0,-0.3,2,-3
Cc1ccc(CNc2c(C=O)c(=O)[nH]c3ccccc23)cc1,5,-2,-4,2,-19,1.0,4,-0.1,-2,0
Cc1cc(NC(=O)CN2CCOCC2)n(-c2nc3ccccc3s2)n1,3,2,6,-1,0,.,1,0.2,4,5
CN(Cc1cnn(C)c1)C(=O)c1cc(COc2c(F)cccc2F)on1,-3,-5,-5,1,-17,5.9,-10,0.8,-3,1
Cc1ccc(S(=O)(=O)Nc2cccc(-c3ccc(N4CCCCCC4)nn3)c2)cc1,18,-33,4,3,-1,4.1,2,-1.6,13,1
O=C1CCCCc2cc(O)c(O)cc21,-15,6,-3,5,-18,1.7,-3,0.2,2,-3
Cc1cc(C(F)F)n2ncc(C(=O)N3CCCCC3)c2n1,2,0,2,3,-11,0.3,1,0.7,2,4
CCOCCCNC(=O)C(NC(=O)C1CCC(=O)N1)c1ccc(C)cc1 (stereo not given),0,2,5,3,1,-0.3,-2,-0.3,-1,-2
COc1ccc(-n2ccnc2)cc1,-6,-3,-1,-2,3,1.4,-7,0.2,1,0
O=C(c1ccc(Cl)c(F)c1F)N1CCCC1,-1,8,-9,4,4,2.1,-4,0.0,0,0
CN1OC[C@@H]2CN(C(=O)c3cccc4ccccc34)[C@H](c3ccc(N4CCCCC4)cc3)C[C@@H]21,-11,-7,-7,7,3,.,5,0.6,5,0
Cc1cc(OC(=O)c2ccccc2Cl)cc(=O)n1C,5,3,1,7,-1,0.5,-3,0.5,-2,3
Cn1cnc([N+](=O)[O-])c1SCCO,-2,-2,8,-1,8,0.3,-8,-0.5,1,4

# Random excerpt: 4 entries already listed, in no set order.
SMILES,ADAM10 inh,sPLA2-III inh,ARFGAP1 inh,NPR2 activator,ASAP1 GAP inh,GAA850 FXN act,DDE Tn6 FP inh,proKLK7 act,rCAG RNA binder,GC-A act
CCn1nc(C)cc1Nc1ccccc1,8,-2,4,4,0,-0.9,7,0.3,0,-1
Cc1cc(C(F)F)n2ncc(C(=O)N3CCCCC3)c2n1,2,0,2,3,-11,0.3,1,0.7,2,4
CN(Cc1cnn(C)c1)C(=O)c1cc(COc2c(F)cccc2F)on1,-3,-5,-5,1,-17,5.9,-10,0.8,-3,1
O=C(c1ccc(Cl)c(F)c1F)N1CCCC1,-1,8,-9,4,4,2.1,-4,0.0,0,0

# Entries of single compounds from above. Order of screens: ADAM10 inh | sPLA2-III inh | ARFGAP1 inh | NPR2 activator | ASAP1 GAP inh | GAA850 FXN act | DDE Tn6 FP inh | proKLK7 act | rCAG RNA binder | GC-A act
# Cn1cnc([N+](=O)[O-])c1SCCO is listed as -2 | -2 | 8 | -1 | 8 | 0.3 | -8 | -0.5 | 1 | 4
# O=C(Nc1ccncc1)c1ccc(Cl)c(S(=O)(=O)N2CCCCC2)c1 is listed as -15 | -2 | 4 | 4 | 3 | -2.9 | -5 | 0.9 | -1 | -4

# Next section:
SMILES,ADAM10 inh,sPLA2-III inh,ARFGAP1 inh,NPR2 activator,ASAP1 GAP inh,GAA850 FXN act,DDE Tn6 FP inh,proKLK7 act,rCAG RNA binder,GC-A act
NNc1nc(-c2ccccc2)cc(-c2ccccc2)n1,-38,-6,3,-3,15,-0.2,4,-0.6,2,-7
S=C(NCCN1CCCCC1)Nc1ccccc1,5,10,6,-2,9,1.3,-5,-0.8,-2,2
Cc1cc(NC(=O)CSc2nc3c(C)cccc3cc2C)no1,-2,-2,-3,2,1,0.7,1,0.8,1,2
COc1ccc(CCCNC(=O)C2CCC(=O)N(CCc3cccc(F)c3)C2)cc1 (stereo not given),2,6,4,-1,-4,-2.3,0,0.3,-10,2
CCCCN=C1N/C(=C\c2ccco2)C(=O)N1c1ccccc1,-10,-3,4,-5,13,0.2,4,1.2,15,0
COc1ccccc1NC(=O)COc1ccc(C(=O)OCC(=O)NC(C)(C)C)cc1OC,6,6,-4,3,-1,-0.5,-4,0.4,-4,3
Cc1nc2nc(CNC(=O)OC(C)(C)C)nn2c(C)c1CCC(=O)Nc1ccc2c(c1)OCO2,-4,8,4,4,-15,0.6,6,-0.2,0,4
COCCNC(=O)C(c1cccs1)N(C(=O)Cn1nnc2ccccc21)c1ccc(OC)cc1 (stereo not given),0,5,17,-9,-7,1.8,-8,0.1,-9,-10
COc1ccccc1CNC(=O)CCCN1C(=O)COc2ccc(C)cc21,0,4,1,-4,6,0.0,0,-0.2,-4,-7
CCn1c(CN2CCN(c3cccc(C)c3C)CC2)n[nH]c1=S,7,14,3,-4,2,4.4,6,-0.3,1,0
Cc1c(N2C(=O)/C(=C\c3ccc(N(C)C)cc3)N(C)C2=S)c(=O)n(-c2ccccc2)n1C,13,2,-8,2,8,-1.3,0,0.9,1,-2
COCCn1cc(-c2csc(N)n2)c2ccccc21,12,2,-4,-1,4,-1.0,-3,-0.9,8,2
CCc1cc2cc(C)c(C)cc2nc1SCC(=O)NNC(=O)c1ccco1,19,-6,9,0,-15,0.2,0,-0.2,18,3
COc1ccc(C(O)P(=O)(OCc2ccccc2)c2ccc(N(C)C)cc2)cc1 (stereo not given),4,0,-3,1,2,0.1,-5,0.2,-11,-4
CCN(CC(=O)Nc1ccccc1C(F)(F)F)C(=O)CCOc1ccc(C)cc1,-3,1,-13,-4,10,0.1,-2,-0.1,-8,0
O=C(CCNS(=O)(=O)c1cccs1)Nc1nccs1,-5,11,12,0,12,1.3,-8,-0.2,5,6
COc1cc(NC(=S)NCc2ccc(S(N)(=O)=O)cc2)c(OC)cc1Cl,6,3,13,-3,6,2.8,2,0.8,6,-5
COc1ccccc1-c1nc(C#N)c(N2CCC(Cc3ccccc3)CC2)o1,-8,-1,2,-9,-2,-0.7,8,-0.1,1,2
CC(=O)N(CCC1(C(C)C)CCOC(C)(C)C1)Cc1ccco1 (stereo not given),-2,1,-12,-4,-2,-0.1,1,0.4,-5,2
CC1(C)Cc2ccccc2-c2nnc(SCc3ccc(C#N)cc3)n21,4,-9,1,2,-4,-3.3,-3,-0.8,-4,-2
CNCc1ccccc1Sc1ccc(OC)cc1,2,-7,-2,1,-2,0.5,3,0.2,7,-4
N=c1oc2cc(O)ccc2cc1C(=O)Nc1ccc(F)cc1,i,-3,-7,9,10,3.1,1,7.3,7,7
COc1cccc(S(=O)(=O)NCc2ccc(C(=O)NCC3CCCO3)cc2)c1 (stereo not given),4,5,6,1,-5,1.3,0,0.6,-1,4
Cc1cccc2sc(N(CCN3CCOCC3)C(=O)CCS(=O)(=O)c3ccccc3)nc12,0,7,0,-19,7,2.3,-2,-0.3,-2,-13
Clc1ccc(CNC2CCN(Cc3ccccc3)CC2)cc1,-6,0,2,-10,-5,0.0,4,0.5,4,-5
# New compounds follow
SMILES,ADAM10 inh,sPLA2-III inh,ARFGAP1 inh,NPR2 activator,ASAP1 GAP inh,GAA850 FXN act,DDE Tn6 FP inh,proKLK7 act,rCAG RNA binder,GC-A act
CSCc1c(C(=O)NC2CCCc3ccccc32)oc2ccccc12 (stereo not given),1,6,0,-5,4,-0.5,-11,0.0,5,1
Nc1nc(SCC(=O)NCc2ccco2)[nH]c(=O)c1-c1ccccc1,2,2,2,4,7,-3.0,1,0.2,0,0
CCc1nc2ccccc2c(C(=O)OCC(=O)Nc2ccc(NC(C)=O)cc2)c1C,-14,5,9,3,18,-0.6,3,-0.4,1,6
O=C(C[n+]1cc(-c2ccc(Cl)c(Cl)c2)n2c1CCC2)c1cccs1,2,-68,0,3,9,1.9,-8,0.2,5,8
OC(CSc1ccccc1Cl)CN1CCN(c2ccc(F)cc2)CC1 (stereo not given),5,-11,-9,-3,10,2.3,10,-0.5,-2,-1
COCc1cc(CN2CCCC(CNC(=O)c3ccc(F)cc3)C2)ccc1OC (stereo not given),-5,-1,3,0,13,-0.2,0,0.1,-7,-4
O=C(CNC(=O)c1ccccc1)OCC(=O)N1N=C(c2ccc(Cl)cc2)CC1c1ccco1 (stereo not given),15,-1,-6,11,6,0.4,-1,0.1,5,-1
CCOc1ccccc1NC(=O)CN(C)S(=O)(=O)c1ccc(OC)c(C)c1,8,-6,11,9,13,0.5,-2,-0.2,-6,-3
Cc1cc(N2CCC(N(C)C3CCCC3)CC2)nc2cc(O)ccc12,i,-13,4,0,9,-0.1,0,16*,6,4
O=C(Cn1c(=O)c2c(ncn2Cc2ccccc2)n(Cc2ccccc2)c1=O)N1CCc2ccccc21,9,-5,13,6,2,-0.1,-7,-0.3,9,3
O=C(CSc1nc2c(cnn2-c2ccccc2)c(=O)[nH]1)NCC1CCCO1 (stereo not given),-4,-9,6,4,-3,0.3,-2,0.2,5,1
CC1=CC(C)(C)NC(=S)N1c1cccc(C)c1,7&-2,10&14,1&6,2&4,-5&3,-1.4&0.3,5&-1,0.8&-0.4,0&-6,-1&4
CCN1C(=O)[C@H]2[C@@H](c3ccc(C)cc3)N3C(=O)N(c4cccc(C)c4)C(=O)[C@@]3(Cc3ccccc3)[C@H]2C1=O,0,-8,-4,-1,6,-1.7,0,-0.5,-3,-1
COc1cc(S(=O)(=O)N2CCN(Cc3ccc4c(c3)OCO4)CC2)c(C)cc1C,11,1,-5,1,5,0.1,-3,-0.2,1,-6
CC(C)C(=O)NC(=S)Nc1ccccn1,-7,4,4,2,-2,4.8,-2,0.1,-2,-1
CCCCn1c(N)c(N(CCOC)C(=O)CCNC(=O)c2ccccc2Cl)c(=O)[nH]c1=O,-10,0,-3,4,-3,-4.8,-5,-0.5,-3,-1
